M4 ag: CHRM4 agonism in calcium assay; P08173; CHO-K1 hM4/Gqi5, Fluo-8 calcium fluorescence; vehicle 0%, full acetylcholine response 100%; AID 624127; 360,000 tested, 0.14% active; activation, % at 3 µM;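 active = activation above the run mean over all test wells plus 3 SD, cut at about 32% in these data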;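 note: peak over basal fluorescence ratio per well then scaled between controls; 0% = DMSO wells and 100% = acetylcholine at EC100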
Target sequence (P08173 whole entry, looked up): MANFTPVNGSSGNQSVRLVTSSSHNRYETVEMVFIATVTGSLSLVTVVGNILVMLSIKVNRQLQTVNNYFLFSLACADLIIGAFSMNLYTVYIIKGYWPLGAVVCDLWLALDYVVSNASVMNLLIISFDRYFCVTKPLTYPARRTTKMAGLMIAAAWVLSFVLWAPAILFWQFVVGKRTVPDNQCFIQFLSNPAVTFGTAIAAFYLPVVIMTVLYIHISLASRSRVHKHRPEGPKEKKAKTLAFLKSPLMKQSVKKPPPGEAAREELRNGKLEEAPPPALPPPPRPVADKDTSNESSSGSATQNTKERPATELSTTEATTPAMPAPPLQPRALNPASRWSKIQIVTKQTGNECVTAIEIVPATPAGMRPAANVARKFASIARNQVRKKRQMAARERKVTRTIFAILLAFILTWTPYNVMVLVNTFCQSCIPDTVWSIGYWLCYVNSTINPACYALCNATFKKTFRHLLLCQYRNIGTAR
OXTR potentiator: potentiators of human oxytocin receptor; activation, % at 3 µM; AID 2445; CHO-OTR cells, Fluo-8 calcium fluorescence, potentiator mode; 0% = oxytocin EC15, 100% = EC100; 320,000 tested, 0.061% active; P30559;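 active = activation above that plate's cutoff, the mean activation of tested compounds plus 3 SD, cut at about 6.6% in these data, passing the limit was not always enough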;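 note: 100% uses oxytocin at 75 nM as the full agonist control; some results filed as inactive read as strong as hits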
Target sequence (P30559 whole entry, looked up): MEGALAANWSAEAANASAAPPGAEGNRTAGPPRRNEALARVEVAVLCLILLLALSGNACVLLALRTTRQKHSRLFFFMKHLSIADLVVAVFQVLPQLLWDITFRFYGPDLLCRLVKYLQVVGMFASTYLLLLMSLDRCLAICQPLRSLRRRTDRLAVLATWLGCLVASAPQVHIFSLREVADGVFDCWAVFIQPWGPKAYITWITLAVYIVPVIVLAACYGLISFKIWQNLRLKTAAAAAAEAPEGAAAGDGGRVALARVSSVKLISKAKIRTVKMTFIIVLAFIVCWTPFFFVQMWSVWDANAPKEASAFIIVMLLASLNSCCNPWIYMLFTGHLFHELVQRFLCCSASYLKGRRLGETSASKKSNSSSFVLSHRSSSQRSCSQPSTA
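Assay system: CHO-OTR cells, human receptor / Also added: oxytocin at about EC15, sub-maximal agonist stimulus / Dosing: single dose, 3.0 µM nominal final compound concentration / Incubation: 6 min pre-incubation, 100 s read / Technique: Fluo-8 calcium dye fluorescence / Read-out: % activation vs EC15 and EC100 oxytocin / Benchmarks: EC15 oxytocin low, 75 nM oxytocin high / Replicates: singlicate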
CHRM1 antagonist: blocks human M1 muscarinic receptor | P11229 | 360,000 tested, 1.3% active | CHO-K1 hM1, Fluo-8 calcium fluorescence, ACh EC80 antagonist | inhibition, % at 3 µM;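 active = percent inhibition above its own plate's cutoff, namely the mean of that plate's compound wells plus 3 SD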;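 note: peak over basal fluorescence ratio during 140 s after agonist addition; 0% = ACh EC80 plus DMSO and 100% = DMSO alone without agonist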
M1 PAM: potentiates human M1 receptor response to acetylcholine. P11229. CHO-K1 hM1, Fluo-8 calcium fluorescence, ACh EC20; 0% = ACh EC20, 100% = maximal ACh. activation, % at 3 µM. 360,000 tested, 0.088% active. AID 588819; in the data active = activation above about 19%, passing the limit was not always enough
CHRM1 agonist: human M1 muscarinic receptor agonism; P11229; CHO-K1 hM1, Fluo-8 calcium fluorescence, agonist mode; 0% DMSO, 100% acetylcholine EC100; 360,000 tested, 0.33% active; activation, % at 3 µM;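 active = activation above the run's mean compound activation plus 3 SD, cut at about 16% in these data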;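 note: peak over basal fluorescence ratio within a 140 s kinetic read after compound addition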
CHO-K1 Ca antag: counter-screen for M1 antagonists: effect in parental CHO-K1 cells; inhibition, % at 3 µM; 360,000 tested, 0.6% active; ATP-induced calcium, Fluo-8 fluorescence; AID 602250;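 active = inhibition above a per-plate cutoff, the plate's mean sample inhibition plus 3 SD, cut at about 24% in these data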;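 note: 0% = DMSO plus EC80 ATP and 100% = DMSO alone without ATP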
CHO-K1 Ca ag: M1 agonist counterscreen hit in parental CHO-K1 cells; Fluo-8 calcium fluorescence; scaled to maximal ATP response, vehicle zero; activation, % at 3 µM; 360,000 tested, 0.48% active; AID 602248; in the data active = activation above about 15%;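 note: untransfected CHO-K1 host cells lacking M1 receptor as counterscreen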
CHRM4 antagonist: CHRM4 antagonism in calcium assay; P08173; CHO-hM4 cells, ACh EC80, Fluo-8 calcium fluorescence; inhibition, % at 3 µM; 360,000 tested, 0.73% active; AID 624125;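 active = inhibition above its plate's cutoff, the mean inhibition of sample wells plus 3 SD, cut at about 27% in these data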;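 note: 0% = acetylcholine EC80 with DMSO and 100% = DMSO without agonist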
CHO parental Ca: signal in parental CHO cells, OX1R antagonist counter-screen. parental CHO-K1, ATP-induced calcium, Fluo-8 fluorescence. inhibition, % at 5.6 µM. 330,000 tested, 0.63% active. AID 463079;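 active = inhibition above that plate's mean sample inhibition plus 3 SD, cut at about 26% in these data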;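 note: 0% = ATP-challenged DMSO wells and 100% = DMSO wells without ATP; some compounds past the cut are filed as inactive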
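Material: Parental CHO cells | Reagent: ATP | Compound dosing: Single nominal dose of 5.6 µM per compound | Detection: Intracellular calcium via Fluo-8 no-wash fluorescent dye | Read-out: % inhibition of ATP-induced calcium mobilization | Benchmarks: Low control ATP plus DMSO, high control DMSO only | Replicates: Singlicate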
The depositor's hits bear a star; x = not tested or not shown.

SMILES | M4 ag | OXTR potentiator | CHRM1 antagonist | M1 PAM | CHRM1 agonist | CHO-K1 Ca antag | CHO-K1 Ca ag | CHRM4 antagonist | CHO parental Ca
COc1ccc(NC(=O)N2CCC(n3nnc4cc(C)ccc43)CC2)cc1 | 1 | -8 | -4 | 2 | -2 | -4 | 0.3 | -2 | -27
O=C(NNC(=S)Nc1ccc(Cl)cc1)c1ccccc1 | 5 | -8 | -10 | 9 | 3 | 1 | 2.2 | -1 | 0
COc1ccc(NC(=O)C(OC(=O)c2ccc([N+](=O)[O-])o2)c2ccccc2)cc1Cl (stereo unspecified) | 2 | -3 | 14 | -10 | -4 | 8 | 0.4 | 7 | -4
c1ccc(NCc2nnc3n2CCCCC3)cc1 | 1 | -3 | -11 | 10 | -4 | -13 | 0.0 | 2 | 4
CC(=O)N1CCCc2cc(S(=O)(=O)Nc3cccc(C)c3C)ccc21 | 16 | -8 | 1 | -2 | -1 | -12 | 11 | -10 | -17
COC(=O)C1CCN(C(=O)C(C)Oc2ccc(Cl)cc2Cl)CC1 (stereo unspecified) | 1 | -6 | -6 | 7 | -1 | -3 | 0.9 | 2 | -1
CC(=O)N1CC(C)Oc2ccc(S(=O)(=O)NC(CC(=O)O)c3ccccc3C)cc21 (stereo unspecified) | 0 | -7 | -8 | 8 | -2 | 3 | 0.6 | 2 | -1
Cc1ccc(N2CC(C(=O)Nc3cccnc3)CC2=O)cc1C (stereo unspecified) | 2 | -6 | -7 | 3 | -7 | -7 | 1.3 | -3 | -4
COc1ccc(-c2coc3cc(OC)cc(O)c3c2=O)cc1 | 1 | -22 | -34 | 12 | 3 | 0 | -0.3 | -4 | -9
CC(=O)NCCC(=O)N1CCc2c([nH]c3ccccc23)C1c1cccc(C)c1 (stereo unspecified) | 4 | -2 | -5 | 10 | -6 | 4 | 6.0 | 0 | -18
Cc1cc(C)nc(SCc2ccc(C(=O)NN=C3CCCC3)cc2)n1 | 1 | -10 | -9 | 8 | -3 | -22 | 0.7 | 1 | -22
CCC(C)c1ccc(O)c(NC(=S)NC(=O)c2cccs2)c1 (stereo unspecified) | 2 | x | -4 | -6 | -2 | -7 | 0.1 | 2 | x
COC(=O)C(Cc1ccccc1)NC(=O)CSc1nc(C)cc(=O)[nH]1 (stereo unspecified) | 0 | -3 | 6 | 5 | -1 | 4 | -0.6 | 3 | -5
Cn1c(SCc2ccccc2C#N)nnc1-c1ccncc1 | 0 | -5 | -7 | 2 | -10 | -12 | 0.8 | 11 | -3
CC(C)(C)OC(=O)C[C@@H]1C/C=C\C[C@H](CC(=O)N[C@H](CO)Cc2ccccc2)C(=O)N2CCC[C@H]2COC1=O | 11 | -6 | -1 | 4 | -4 | -18 | 1.2 | -22 | -13
Cc1ccc(C2=NS(=O)(=O)N(C)C(C(=O)NC3CCCC3)=C2)cc1 | 5 | -4 | 12 | -12 | 0 | 5 | 1.3 | 5 | -4
O=c1cnn(-c2ccccc2)c(-c2ccccc2)c1 | -2 | -6 | -1 | -1 | -7 | -7 | 0.2 | 11 | 2
O=C1C=CC(=O)N1Cc1cccnc1 | 2 | x | -6 | 6 | 0 | -9 | 0.1 | 6 | x
CCCOC(=O)c1cccc(NC(=O)C(C)(C)C)c1 | 0 | -8 | -10 | 13 | -1 | -14 | -0.2 | -7 | -2
CC(=O)Nc1cc[n+](C(C)C(=O)c2ccccc2)cc1 (stereo unspecified) | 0 | 0 | -21 | 16 | -7 | 15 | -0.9 | 0 | -8
CN1CCN(c2ccccc2/C=C2/C(=O)Nc3ccccc32)CC1 | 2 | 0 | 89* | -30 | -11 | -5 | 0.1 | 21 | -17
CCN(C(=O)COC(=O)c1ccc(Cl)c(S(=O)(=O)N2CCCCC2)c1)C1CCS(=O)(=O)C1 (stereo unspecified) | 3 | -9 | -17 | 13 | -4 | -21 | 3.4 | -10 | -4
O=S(=O)(Nc1ccn(-c2ccccc2)n1)c1ccc(Br)cc1 | 2 | -7 | -1 | -3 | 3 | 10 | 3.8 | -1 | -11
COc1ccccc1NC(=O)COC(=O)c1[nH]c(=O)[nH]c(=O)c1N | 2 | -8 | -4 | 7 | -1 | -21 | 0.6 | -22 | 5
CN(Cc1cccc(F)c1)C(=O)c1ccccc1Sc1ccccc1C#N | 4 | -11 | 0 | -4 | -5 | 1 | 1.8 | 5 | -4

3 compounds from above, ordered by molecular weight, high to low:
SMILES | M4 ag | OXTR potentiator | CHRM1 antagonist | M1 PAM | CHRM1 agonist | CHO-K1 Ca antag | CHO-K1 Ca ag | CHRM4 antagonist | CHO parental Ca
CC(=O)N1CC(C)Oc2ccc(S(=O)(=O)NC(CC(=O)O)c3ccccc3C)cc21 (stereo unspecified) | 0 | -7 | -8 | 8 | -2 | 3 | 0.6 | 2 | -1
CN1CCN(c2ccccc2/C=C2/C(=O)Nc3ccccc32)CC1 | 2 | 0 | 89* | -30 | -11 | -5 | 0.1 | 21 | -17
CCCOC(=O)c1cccc(NC(=O)C(C)(C)C)c1 | 0 | -8 | -10 | 13 | -1 | -14 | -0.2 | -7 | -2

Remaining list, next part:
SMILES | M4 ag | OXTR potentiator | CHRM1 antagonist | M1 PAM | CHRM1 agonist | CHO-K1 Ca antag | CHO-K1 Ca ag | CHRM4 antagonist | CHO parental Ca
COc1ccc(CN2CCCCCC2)cc1Br | 1 | -1 | -9 | -1 | -8 | -14 | 2.0 | 5 | -8
Nc1nc(NC(=O)/C=C/c2ccc(F)cc2)nn1-c1ccccc1 | 3 | -8 | -15 | 6 | -1 | -11 | 2.5 | 6 | -15
Cc1sc(NC(=O)c2ccco2)c(C(c2cccnc2)N2CCN(CCO)CC2)c1C (stereo unspecified) | 1 | 0 | 2 | 2 | 0 | -1 | -0.4 | 1 | -17
O=C(COC(=O)c1cccc(Cl)c1Cl)NCCN1C(=O)CSC1=O | 1 | -6 | -9 | 10 | -6 | -9 | 0.7 | 2 | -9
Cc1ccc(C(=O)N2C(=S)C(c3ccc(F)cc3)=NC23CCN(C)CC3)cc1 | 1 | -12 | 56* | -27 | -8 | 8 | 1.0 | 1 | -4
CCc1nc2c(OCc3ccc(OC)cc3)cccn2c1N(C)C(=O)c1ccc(OC)cc1 | 0 | x | -3 | -7 | -9 | -7 | 0.2 | 5 | x
Cc1ccc(-n2c3c(cc(C(=O)O)c2=O)C(=O)CC(C)(C)C3)cc1 | 0 | -11 | -8 | 10 | 4 | -3 | 0.2 | 1 | -2
Cc1[nH]c2ccc(Br)cc2c(=O)c1CN1CCCCC1 | 1 | 4 | 9 | -7 | -6 | -15 | 0.1 | 5 | -6
COc1ccccc1CCNC(=O)CN1C(=O)c2ccccc2S1(=O)=O | 1 | -1 | -6 | 5 | -1 | -4 | 0.8 | 0 | -1
O=c1c2c3c(sc2nc2n1CCCC2)CCC3 | 1 | -5 | -3 | 1 | -9 | -9 | -0.2 | 2 | -9
O=C(c1ccc(S(=O)(=O)N2CCOCC2)cc1)N1CCN(c2ccccc2)CC1 | 1 | -2 | -1 | 12 | -1 | 25* | -0.5 | 12 | -7
CCOC(=O)CSc1ccc(-c2nc3ccccc3[nH]2)cn1 | 9 | -5 | -29 | 5 | 0 | -1 | 4.0 | -7 | -11
C=CCN(C(=O)C1=NN(C2CCS(=O)(=O)C2)C(=O)CC1)c1nc(-c2ccc([N+](=O)[O-])cc2)cs1 (stereo unspecified) | 4 | -16 | -4 | -4 | -8 | 0 | 1.4 | -3 | 6
COc1cccc(-c2ccc(C#N)c(=O)[nH]2)c1 | 1 | -2 | -8 | 13 | -6 | -13 | 0.4 | -2 | 3
COc1ccc(C(CNC(=O)CNC(=O)c2cc(OC)c(OC)c(OC)c2)N2CCOCC2)cc1 (stereo unspecified) | 0 | x | 0 | 3 | -2 | 2 | 3.8 | -2 | x
c1ccc(N=Nc2cn[nH]c2-c2ccco2)cc1 | 1 | x | -1 | 4 | -5 | -5 | -0.5 | -2 | x
O=C(Nc1cccc(F)c1)N(Cc1ccc(Cl)cc1)CC(O)C(F)(F)F (stereo unspecified) | 13 | -22 | 8 | -10 | 1 | -1 | 5.8 | -2 | 4
O=C(CCc1ccccc1)Nc1cc2c(cc1Cl)OCCO2 | 0 | -3 | -6 | 5 | -7 | 15 | 0.0 | -2 | -20
COc1ccc(F)cc1C(=O)C1CCCN(Cc2cccn2-c2cccnc2)C1 (stereo unspecified) | 1 | -4 | -10 | 0 | -8 | -3 | 1.8 | -32 | -22
COc1ccc(/C(O)=C2/C(=O)C(=O)N(c3ccccn3)C2c2ccc(OC)cc2)cc1 (stereo unspecified) | 0 | x | -22 | 13 | -1 | -1 | 0.5 | 9 | x
Cn1c(-c2sc3ccccc3c2Cl)n[nH]c1=S | 0 | 1 | 5 | 2 | -3 | -9 | 0.5 | 1 | -3
Cc1cc(C)n(-c2nc(N(C)C)nc(N(C)C)n2)n1 | 0 | 2 | -10 | 2 | -6 | -13 | -0.3 | 5 | -2

Ten entries from above, comma-delimited.
SMILES,M4 ag,OXTR potentiator,CHRM1 antagonist,M1 PAM,CHRM1 agonist,CHO-K1 Ca antag,CHO-K1 Ca ag,CHRM4 antagonist,CHO parental Ca
C=CCN(C(=O)C1=NN(C2CCS(=O)(=O)C2)C(=O)CC1)c1nc(-c2ccc([N+](=O)[O-])cc2)cs1 (stereo unspecified),4,-16,-4,-4,-8,0,1.4,-3,6
COc1cccc(-c2ccc(C#N)c(=O)[nH]2)c1,1,-2,-8,13,-6,-13,0.4,-2,3
COc1ccc(C(CNC(=O)CNC(=O)c2cc(OC)c(OC)c(OC)c2)N2CCOCC2)cc1 (stereo unspecified),0,x,0,3,-2,2,3.8,-2,x
c1ccc(N=Nc2cn[nH]c2-c2ccco2)cc1,1,x,-1,4,-5,-5,-0.5,-2,x
O=C(Nc1cccc(F)c1)N(Cc1ccc(Cl)cc1)CC(O)C(F)(F)F (stereo unspecified),13,-22,8,-10,1,-1,5.8,-2,4
O=C(CCc1ccccc1)Nc1cc2c(cc1Cl)OCCO2,0,-3,-6,5,-7,15,0.0,-2,-20
COc1ccc(F)cc1C(=O)C1CCCN(Cc2cccn2-c2cccnc2)C1 (stereo unspecified),1,-4,-10,0,-8,-3,1.8,-32,-22
COc1ccc(/C(O)=C2/C(=O)C(=O)N(c3ccccn3)C2c2ccc(OC)cc2)cc1 (stereo unspecified),0,x,-22,13,-1,-1,0.5,9,x
Cn1c(-c2sc3ccccc3c2Cl)n[nH]c1=S,0,1,5,2,-3,-9,0.5,1,-3
Cc1cc(C)n(-c2nc(N(C)C)nc(N(C)C)n2)n1,0,2,-10,2,-6,-13,-0.3,5,-2

Screening results from PubChem.
